aGlu spleen mod: lysosomal alpha-glucosidase (human) modulation | 240,000 compounds, 0.006% hits | Potency, µM (top dose mostly 79.9 µM), without a hit: top-dose activity change, negative = inhibition, actives largely listed as inhibitors | human spleen homogenate, 4-MU-alpha-glucoside fluorescence | P10253 | AID 2112;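 note: 0% = enzyme with vehicle and -100% = no enzyme basal signal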
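Enzyme source: human spleen homogenate, 1 ug/well. Buffer 50 mM citric acid/K phosphate pH 5.0, 0.01% Tween-20. 4-MU-alpha-glucoside 1 mM; 37 C x 40 min; NaOH/glycine stop; fluorescence.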
GAA glycogen: alters human alpha-glucosidase cleavage of glycogen; P10253; recombinant GAA, glycogen substrate, Amplex Red glucose oxidase fluorescence; Potency, µM (top dose mostly 76.4 µM), inactives show at the highest dose activity change, negative = inhibition, actives largely listed as inhibitors; 300,000 compounds, 0.38% hits;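 note: 0% = full enzyme reaction and -100% = no-enzyme basal signal; the screen sought inhibitors and activators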
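Recombinant enzyme (4 nM final) with compounds titrated up to 77 uM and bovine liver glycogen (30 ug) in citrate pH 5.0, 0.01% Tween-20, 37 C 40 min. Released glucose detected by Amplex Red/glucose oxidase (Ex 573/Em 610); AC50 from Hill fits.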
GoLoco inh red: blocks human Gai1 binding to RGS12 GoLoco peptide, red readout; P63096; Gai1:RGS12 GoLoco peptide FP, rhodamine, 10 min; Potency, µM (top dose mostly 61.6 µM), for the others: top-dose activity, negative = inhibition, actives largely listed as inhibitors; 230,000 compounds, 0.44% hits; AID 880; active = well fitted inhibition curve with a large enough effect, not every such curve was filed as active; inactive = no such curve, though single readings can be large or run the other way; note: nearly all actives have a fitted effect of over 30% in size; many of its hits are not listed in these tables
Target sequence (P63096 whole entry, looked up): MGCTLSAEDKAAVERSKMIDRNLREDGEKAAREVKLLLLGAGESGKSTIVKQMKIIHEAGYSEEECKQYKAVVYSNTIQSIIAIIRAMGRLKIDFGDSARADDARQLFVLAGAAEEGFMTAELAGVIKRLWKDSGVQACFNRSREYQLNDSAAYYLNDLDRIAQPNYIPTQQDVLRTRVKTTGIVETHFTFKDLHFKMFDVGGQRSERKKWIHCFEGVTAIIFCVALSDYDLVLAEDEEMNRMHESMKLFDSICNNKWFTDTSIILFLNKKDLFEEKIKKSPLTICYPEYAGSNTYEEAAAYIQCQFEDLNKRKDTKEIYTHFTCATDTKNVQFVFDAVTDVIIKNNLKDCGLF
TRb-SRC2 inh: TRbeta-SRC2 interaction inhibition | P10828 | TRbeta-SRC2 peptide binding, fluorescence polarization; receptor liganded with 1 µM T3 | Potency, µM (highest dose often 106 µM), for the others: top-dose activity change, negative = inhibition, hits mostly inhibitors | 280,000 compounds, 0.065% hits | AID 1469;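 note: plate controls were bound peptide for no effect and peptide without receptor for full effect; nearly all actives have a fitted effect of over 50% in size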
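Assay buffer: 20 mM Tris-HCl, 100 mM NaCl, 10% glycerol, 1 mM EDTA, 0.01% NP-40, 1 mM DTT, 1 uM T3, 5% DMSO; TRb LBD 0.6 uM, Texas Red SRC2 20 nM; FP after 5 hr.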
L3MBTL1 block: L3MBTL1 (human) inhibition. 230,000 compounds, 0.66% hits. Potency, µM (titrated, usually from 57.1 µM), without a hit: top-dose activity, negative = inhibition, usual class: inhibitors. Q9Y468. AlphaScreen L3MBTL1–H3K9me1 peptide binding; note: nearly all actives have a fitted effect of over 60% in size
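AlphaScreen proximity signal between nickel-chelate acceptor and streptavidin donor beads (final 10 ug/mL) reports binding of 50 nM L3MBTL1 to 75 nM biotin-H3 K9me1 peptide; complex incubated with compounds 30 min at room temperature; cefsulodin titration as control.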
RECQ1 helicase: RECQ1 (human) helicase inhibition; P46063; RECQ1 DNA unwinding, red fluorescence kinetic read; Potency, µM (doses to about 57.3 µM), for inactives: at the highest dose activity, negative = inhibition, actives largely listed as inhibitors; 240,000 compounds, 0.54% hits;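 note: plate controls were vehicle for no effect and no enzyme for full effect; nearly all actives have a fitted effect of over 30% in size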
Target sequence (P46063 whole entry, looked up): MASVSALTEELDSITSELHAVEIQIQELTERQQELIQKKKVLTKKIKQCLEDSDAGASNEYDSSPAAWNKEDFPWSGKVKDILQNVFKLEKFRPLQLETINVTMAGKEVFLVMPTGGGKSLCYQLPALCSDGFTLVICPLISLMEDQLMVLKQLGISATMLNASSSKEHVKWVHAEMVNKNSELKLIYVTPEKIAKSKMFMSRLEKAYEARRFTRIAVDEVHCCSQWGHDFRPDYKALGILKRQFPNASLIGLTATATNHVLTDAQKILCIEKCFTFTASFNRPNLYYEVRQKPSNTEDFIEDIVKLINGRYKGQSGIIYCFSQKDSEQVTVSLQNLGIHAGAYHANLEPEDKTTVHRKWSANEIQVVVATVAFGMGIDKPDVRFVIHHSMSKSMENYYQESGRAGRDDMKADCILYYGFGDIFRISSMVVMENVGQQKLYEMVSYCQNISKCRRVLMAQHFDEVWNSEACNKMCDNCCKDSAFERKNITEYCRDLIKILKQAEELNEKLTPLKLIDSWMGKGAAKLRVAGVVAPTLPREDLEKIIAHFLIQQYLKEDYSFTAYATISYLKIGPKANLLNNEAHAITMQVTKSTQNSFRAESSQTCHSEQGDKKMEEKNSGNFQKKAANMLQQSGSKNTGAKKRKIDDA
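RECQ1T1 50 nM; forked duplex (20 bp + 30-nt ss tails) 200 nM, ATP 2 mM final; pH 8.0, 2 mM MgCl2, 2.5 ug/ml poly(dI-dC); 15 min compound preincubation; discontinuous kinetic read over 2 h at RT.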
GAA inh: inhibitors of human lysosomal alpha-glucosidase. purified human GAA, 4-MU-alpha-glucoside fluorescence. 200,000 compounds, 0.005% hits. P10253. Potency, µM (top dose mostly 76.9 µM), without a hit: at the highest dose activity change, negative = inhibition, usual class: inhibitors;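 note: plate controls were uninhibited enzyme wells for no effect and no-enzyme background for full effect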
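AC50 values come from Hill fits of compound titrations (up to 77 uM) against 4 nM human enzyme. Substrate 4-methylumbelliferyl-alpha-D-pyranoside at 400 uM, pH 5.0 citrate buffer, 20 min room temperature; fluorescence Ex 365/Em 440 after alkaline stop.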
TexasRed fluor: counter-screen for TRb-SRC2 inhibitors: fluorescence interference. TRb/SRC2 Texas Red total fluorescence interference. Potency, µM (titrated, usually from 106 µM), inactives show top-dose fluorescence change, negative = quenching. 280,000 compounds, 0.29% hits. AID 1479; active = well fitted curve in either direction with a large enough effect; inconclusive = small, poorly fitted or top-dose-only effect
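Human TRb ligand-binding domain at 0.6 uM with 20 nM Texas Red SRC2 peptide in Tris buffer containing 1 uM T3 and 5% DMSO, incubated with compound 5 h at ambient temperature. Total fluorescence (555/632 nm) calculated as parallel + 2 × perpendicular.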
Numbers without * were called inactive; i = inactive; ? = inconclusive; nt = not tested or not shown; & = joins results of further samples; [ ] = another dose, or the depositor's remark. Unless noted, calls come from the whole dose curve; as a rule, active = well fitted curve in the direction sought with a large enough effect; inconclusive = small, poorly fitted or top-dose-only effect, or another doubt; inactive = no such curve, though single readings can be large; an effect the other way counts as inactive or inconclusive. Unless noted, % is set by controls: 0 for no effect and ±100 for the full control effect; potency is the fitted concentration of half-maximal effect. This is a subset; count on the stated rates, not on these rows.

SMILES	aGlu spleen mod	GAA glycogen	GoLoco inh red	TRb-SRC2 inh	L3MBTL1 block	RECQ1 helicase	GAA inh	TexasRed fluor
CC(NCC(O)COc1ccc(S(=O)(=O)N2CCOCC2)cc1)c1ccccc1 (stereo unspecified)	-2%	-7%	3%	-3%	0%	i	-8%	-2%
CCOC(=O)c1cc(-c2ccccc2)sc1NC(=O)CCN1C(=O)c2ccccc2C1=O	-4%	7%	7%	-11%	2%	-5%	0%	1%
CCc1ccc(OCC(=O)O/N=C(\N)c2ccccn2)cc1	-4%	2%	2%	3%	3%	0%	nt	-4%
CC(C)c1csc(CN2CCN(CCc3ccccc3)C(CCO)C2)n1 (stereo unspecified)	7%	-11%	6%	-1%	11%	i	-4%	-2%
CCN(CC)CCN(Cc1cc2ccc(C)cc2[nH]c1=O)C(=O)NC1CCCCC1	-2%	7%	15%	-5%	-2%	23%	13%	-6%
CCC(C)c1cc([N+](=O)[O-])cc([N+](=O)[O-])c1OC(=O)OC(C)C (stereo unspecified)	1%	nt	nt	1%	nt	-19%	nt	-2%
Cc1cccc(NC(=O)Cn2c(=O)n3nc(CCn4nc(C)cc4C)nc3c3ccccc32)c1	-7%	-7%	10%	11%	1%	0%	-4%	2%
O=c1[nH]c(NNC(=S)NC2CCCCC2)nc2c1C1(CCCC1)Cc1ccccc1-2	-5%	?	20%	5%	nt	i	nt	0%
COc1ccc(/C=C2\CCc3c2nc2ccccc2c3C(=O)O)cc1OC	0%	11%	0%	-3%	?	0%	nt	-3%
COc1ccc(OC2C=CC(c3ccccc3)OC2CO)c(C(C)=O)c1 (stereo unspecified)	5%[17.4 µM]	nt	nt	-7%[11.2 µM]	nt	i[11.5 µM]	nt	-3%[11.2 µM]
Cc1ccc(CNC(=O)Cn2c(=O)oc3ccccc32)o1	2%	10%	-1%	-15%	-3%	i	4%	-1%
CCCCCn1nc(C(=O)OCC(=O)c2c(N)n(C)c(=O)n(C)c2=O)c2ccccc2c1=O	0%	-3%	11%	4%	nt	-2%	-11%	5%

2 entries from above, field by field.
> CCOC(=O)c1cc(-c2ccccc2)sc1NC(=O)CCN1C(=O)c2ccccc2C1=O
- aGlu spleen mod: -4%
- GAA glycogen: 7%
- GoLoco inh red: 7%
- TRb-SRC2 inh: -11%
- L3MBTL1 block: 2%
- RECQ1 helicase: -5%
- GAA inh: 0%
- TexasRed fluor: 1%
> CCc1ccc(OCC(=O)O/N=C(\N)c2ccccn2)cc1
- aGlu spleen mod: -4%
- GAA glycogen: 2%
- GoLoco inh red: 2%
- TRb-SRC2 inh: 3%
- L3MBTL1 block: 3%
- RECQ1 helicase: 0%
- GAA inh: nt
- TexasRed fluor: -4%

Additional structures follow:
SMILES	aGlu spleen mod	GAA glycogen	GoLoco inh red	TRb-SRC2 inh	L3MBTL1 block	RECQ1 helicase	GAA inh	TexasRed fluor
CSCC[C@H](NC(=O)Nc1ccccc1C)C(=O)O	-1%	-5%	0%	-8%	5%	-1%	nt	0%
COc1cc(OC)c(C2C(C(=O)Nc3ccc(C)cc3C)=C(C)Nc3ncnn32)cc1OC (stereo unspecified)	7%	-10%	-3%	-11%	-3%	-4%	3%	-1%
CCn1c(=O)n(CC(=O)NCc2ccco2)c(=O)c2ccccc21	-1%	3%	0%	0%	0%	i	3%	-5%
CC(=O)c1ccccc1OC(=O)CCN1C(=O)c2ccccc2C1=O	-1%	27%	-3%	-2%	10%	17%	-3%	-2%
Cc1ccc(N2CCN(S(=O)(=O)N3CCCCCC3)CC2)cc1Cl	-2%	3%	-4%	-1%	nt	i	-3%	1%
Cc1ccc(NC(=O)NNC(=O)c2ccccc2)cc1	0%	4%	8%	-8%	-3%	i	-5%	-2%
CCOC(=O)c1c(NC(=O)CSc2nc3ccccc3c(=O)n2-c2ccc(F)cc2)sc(C(C)=O)c1C	3%	-2%	21%	4%	-4%	i	-3%	-1%
CC(=O)Nc1ccc(NC(=O)CSc2nc(C)nc3sc(C)c(C)c23)cc1	-3%	5%	1%	12%	-3%	-3%	?	0%
CO/N=C/NC(=O)NOCc1ccc(Cl)cc1Cl	-6%	-5%	-4%	-5%	nt	-9%	-3%	0%
Cc1ccccc1OCC(=O)Nc1ccccc1N1CCC(C)CC1	6%	19%	-3%	4%	15%	-1%	-1%	-5%
Nc1c(C(=O)Nc2cccc(F)c2)nnn1-c1cccc(C(F)(F)F)c1	-14%	0%	8%	-2%&4%	nt	0%	4%	-3%&-4%
COc1cc(C(=O)O)c2ccccc2n1	2%	15%	7%	3%	12%	1%	2%	-2%
COc1ccc(C2CC(=O)c3cnc(NC(=O)c4ccccc4)nc3C2)c(OC)c1 (stereo unspecified)	5%	-3%	-5%	-4%	3%	-11%	-1%	-4%
COc1ccc2nc(N3C(=O)CC(Cc4ccc(Cl)cc4)C3=O)sc2c1 (stereo unspecified)	4%	-2%	16%	-3%	-13%	-5%	-10%	2%
Cc1occc1C(=O)Nc1sc2c(c1C(N)=O)CCCCC2	-5%	-25%	9%	5%	27%[11.4 µM]	i	-5%	1%
Cc1cc2c(NC(=O)Nc3ccc(F)cc3)cccc2nn1	6%	-2%	1%	-23%	-2%	-16%	4%	16%
CN(C)C(=O)c1sccc1Oc1ccc(F)cc1[N+](=O)[O-]	-1%	0%	4%	-1%	18%	2%	-2%	-1%
O=c1c2ccccc2cnn1-c1ccc(Cl)cc1	1%	8%	3%	4%	4%	i	-5%	2%
Cc1cccc(C(=O)/C=C2/c3ccccc3CC(C)(C)N2C)c1	-1%	1%	-9%	-2%	-9%	5%	5%	2%
COc1ccccc1CNc1nc(-c2cc(C)n(C)c2C)cs1	-17%	-3%	76%[activator]	-3%	nt	-2%	-9%	0%
Cc1cccc(N=C2NC(=O)/C(=C/c3cccnc3)S2)c1C	4%	5%	6%	2%	-9%	-1%	nt	0%
O=C(O)CCc1nc2ccccc2c(=O)[nH]1	-2%	11%	-5%	2%	4%	-5%	0%[15.4 µM]	-1%
Cc1ccc(CNC(=O)/C(C#N)=C\c2ccc(N(C)C)cc2)cc1	-3%	-5%	6%	-1%	49%[activator]	?	-3%	1%
Cc1ccc(-c2nc(NC(=O)CSc3ccc4ccccc4n3)ns2)cc1	0%	12%[76.3 µM]	-2%	-1%&0%	5%	-2%	0%	-31%&0%
CC(C)c1ccccc1NC(=S)N1CCN(S(=O)(=O)c2cccs2)CC1	2%	-1%	9%	-6%	-1%	i	-8%	-2%
O=C(COC(=O)C1CC(=O)N(Cc2ccco2)C1)c1ccc(OC(=O)c2ccco2)cc1 (stereo unspecified)	-10%	-6%	116%[activator]	-6%	18µM*	-1%	5%	-9%
COc1cc2[nH]c3ccccc3c2cc1C	-10%	-1%	3%	-2%	nt	i	nt	-7%
O=C(CCl)Nc1cccc(-c2cnc3ccccc3n2)c1	-4%	-3%	5%	-4%	nt	-4%	-2%	-6%
COc1ccc(NC(=O)c2sc3nc(-c4cccnc4)ccc3c2N)cc1OC	4%	-3%	30%[activator]	-10%	14%	i	nt	-2%
Cn1c(=O)oc2cc(S(=O)(=O)N3CCCC(C(=O)Nc4ccccn4)C3)ccc21 (stereo unspecified)	0%	-6%	13%	-4%	nt	-10%	-4%	-4%
CCc1cccc(CC)c1N(COC)C(=O)Cn1ccccc1=N	-22%	6%	-15%	-15%	4%	-6%	-2%	-2%
O=C(CN(Cc1ccco1)C(=O)CNS(=O)(=O)c1ccc(F)cc1)NCc1ccc(F)cc1	-7%	-7%	14%	-3%	nt	i	-6%	3%
Cc1ccnc(SCC(=O)N2CCCc3ccccc32)n1	-18%	-8%	5%	-5%	1%	-4%	3%	-2%
CCCCCCCCCCCCS(=O)(=O)CCC(=O)O	3%	-1%	5%	2%	-1%	0%	nt	-2%
COc1ccc(-c2onc(C)c2-c2cnn(-c3ccccc3)c2)c(O)c1C	-1%	-3%	5%	-4%	nt	-18%	3%	2%
CCCOc1ccc(/C=N/Nc2ccccc2[N+](=O)[O-])c(OCCC)c1	-2%	9%	11%	1%	?	-4%	-2%	-7%
O=C(c1ccc2ccccc2c1)N1CCN(c2ccc([N+](=O)[O-])c(N3CCOCC3)c2)CC1	6%	-5%	3%	-1%	-18%	-2%	?	-4%
CCOc1ccc(/C=C\C(C)=N\O)cc1	-5%	8%	4%	-10%	-2%	-3%	8%	-2%
CCCCCC1=C(C(=O)OC)C(C(=O)OCC)N(S(=O)(=O)C(F)(F)F)c2ccccc21 (stereo unspecified)	-12%	nt	-49%	8%	21%	0%	nt	0%
O=C(CSc1nc2ncc(Cl)cc2[nH]1)c1ccc2c(c1)OCO2	-2%	5%	-2%	-4%	nt	?	nt	-2%
CC(C)Nc1nc(NC(C)C)nc(Nn2cnnc2)n1	-3%	-9%	11%	-5%	-6%	i	?	0%
Cc1cccc(C(=O)OCc2cnc(Cl)s2)c1	-4%	5%	6%	-9%	26%	-4%	-10%	-2%
COc1ccc(C)cc1S(=O)(=O)Nc1ccncc1	3%	-5%	5%	4%	10%	20µM*	1%	-1%
CCOC(=O)C1CCCN(c2nc3ccccc3nc2C(C#N)C(=O)OC(C)COC)C1 (stereo unspecified)	-1%	11%	0%	7%	-4%	-5%	3%	-3%
Cc1[nH]n(-c2ccccc2)c(=O)c1CCO	6%	?	2%	-2%	2%	-1%	-10%	-1%
CCOCCCNC(=O)c1c[nH]c2cc(OC)ccc2c1=O	-7%	13%	10%	14%[53 µM]	1%	3%	?	5%[53 µM]
Cc1nnc(N(C)C(=O)c2cccnc2)s1	1%	3%	7%	-4%	-9%[11.4 µM]	3%	-10%	-3%
CC(C)(C)NC(=O)C(c1cccs1)N(C(=O)c1csnn1)c1cccc(F)c1 (stereo unspecified)	-1%	3%	19%	-3%	-3%	i	6%	-2%
O=C(O)c1c(C(=O)O)c2ccccc2[nH]c1=O	5%	nt	-3%	3%	nt	-3%	nt	-3%
CCCCN(C)C(=O)c1cn(CC)c2ccc(S(=O)(=O)N(C)C)cc2c1=O	-16%	-17%	2%	-4%	nt	-7%	?	-2%
Clc1ncc(CN2CCN(c3ccccc3)CC2)s1	2%	18%	12%	-4%	-2%[11.4 µM]	?	-1%	0%

Source: PubChem BioAssay (National Center for Advancing Translational Sciences (NCATS))
